Bioassay records deposited in PubChem BioAssay by Southern Research Specialized Biocontainment Screening Center.
Salmonella PhoP GFP = PhoP regulon inhibitors, Salmonella typhi PhoP promoter GFP reporter, confirmatory (AID 1850). Salmonella Typhi PhoP-promoter GFP reporter, fluorescence, 4 h; higher % means a stronger effect. inhibition, % at 50 µM; hits with a dose series show IC50 in µM. 310,000 compounds, 0.33% hits; in the data active means a potency from the dose series; inconclusive means inhibition mostly from about 25% at the one dose, without a potency; inactive means the rest, 99 in 100 with inhibition below about 19%;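 further: 0% = induced wells with vehicle and 100% = uninduced wells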
M. tuberculosis = growth inhibition of non-replicating M. tuberculosis (AID 488890); 320,000 compounds, 0.39% hits; inhibition, % at 25 µM, or IC50 in µM where a hit was titrated; Mycobacterium tuberculosis non-replicating, growth inhibition; higher % means a stronger effect; in the data active means a potency from the dose series; inconclusive means inhibition mostly from about 82% at the one dose, without a potency; inactive means the rest, 99 in 100 with inhibition below about 76%;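 further: plate controls were DMSO cells for no effect and high antibiotic wells for full effect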
inhibitors of VEEV = inhibitors of VEEV TC-83 cytopathic effect, confirmation, Vero cells (AID 588727); Vero cells, VEEV TC-83 cytopathic effect inhibition; higher % means a stronger effect; one-dose inhibition, % at 20 µM; IC50 in µM for titrated hits; 350,000 compounds, 0.13% hits; in the data active means a potency from the dose series; inconclusive means inhibition mostly from about 14% at the one dose, without a potency; inactive means the rest, 99 in 100 with inhibition below about 12%; further: strong numbers were not always called active
influenza NS1A = H1N1 influenza NS1A inhibitors, functional cell based assay (AID 504329); NS1A functional cell-based assay, percent inhibition; higher % means a stronger effect; 340,000 compounds, 0.3% hits; inhibition, % at 12.5 µM, or IC50 in µM where a hit was titrated; in the data active means a potency from the dose series; inconclusive means inhibition above about 27% without an active follow-up result; further: strong numbers were not always called active
H37Rv inhibition = M. tuberculosis growth inhibition, HTS (AID 449762). M. tuberculosis H37Rv growth inhibition, 7H9 media; higher % means a stronger effect. inhibition, % at 25 µM; hits with a dose series show IC50 in µM. 330,000 compounds, 0.59% hits; in the data active means a potency from the dose series; inconclusive means inhibition above about 70% without an active follow-up result;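 further: bacterial growth assessed after seven days of incubation; strong numbers were not always called active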
inhibitors of VEEV 10K pilot screen = further read-out of inhibitors of VEEV, marked with its call; inhibition, %; measured here: 10K pilot screen inhibition
Numbers without * were called inactive; i = inactive; ? = inconclusive; . = no result given.

A first look (17 entries):
SMILES	Salmonella PhoP GFP	M. tuberculosis	inhibitors of VEEV	influenza NS1A	H37Rv inhibition	others
CC(NC(=O)/C=C/c1cnc2ccccc2n1)C12CC3CC(CC(C3)C1)C2 (stereo not given)	-3%	50%	10%	6%	?
COc1ccccc1OCC(=O)NCC1CCCN(Cc2cnn(C)c2C)C1 (stereo not given)	0%	-15%	0.5%	5%	-2%
N#CC1=C2C=Cc3ccccc3N2CCCC1=O	3%	-1%	4.0%	-4%	16%
CCOC(=O)c1ccc(Nc2cc(C)nc(C)c2C(=O)OCC)cc1	-3%	16%	5.0%	-3%	15%
CN(C)c1ccc(/C=C/C(O)=C2/C(=O)N(C)C3(C)CC2c2ccccc2O3)cc1 (stereo not given)	-3%	22%	.	.	3%
O=C(NC1CCCC1)C1CCC(=O)N1C1CCCCC1 (stereo not given)	23%	-6%	i	1%	-2%
COc1cccc(NC(=O)CCC(=O)Nc2ccc3nc(N4CCOCC4)cc(C)c3c2)c1	-3%	-2%	2.5%	2%	4%
COc1ccc(-c2cc(C(F)(F)F)nc(SCCC(=O)NCc3ccccc3)n2)cc1	-5%	-2%	0.2%	9%	-2%
CCCCN1CC(COCc2ccccc2)Oc2ccccc2S1(=O)=O (stereo not given)	.	.	i	-4%	.
CCOc1ccc(NC(=O)COc2ccc(N3CC(C(N)=O)CC3=O)cc2)cc1 (stereo not given)	.	.	1.8%	-4%	.
CC(C)C(NC(=O)C1CCCCC1)C(=O)NCCc1ccccc1 (stereo not given)	9%	-1%	0.7%	11%	-2%
COc1ccc(CCNC(=O)Cn2c(=O)n(-c3ccc(F)cc3F)c(=O)c3sccc32)cc1OC	23%	20%	0.6%	0%	6%
CC(=O)c1ccc(OCCCC(=O)NCc2nnc3ccccn23)cc1	.	.	1.8%	-5%	.
C=CCSCC1Nc2cc(Cl)c(S(N)(=O)=O)cc2S(=O)(=O)N1 (stereo not given)	1%	12%	0.7%	-6%	-1%
O=S(=O)(NCc1cc(-c2ccccc2)no1)c1ccccc1	5%	3%	1.5%	1%	-14%
CC(C)NC(=O)C(c1ccc(F)cc1)N(C(=O)CCC(=O)Nc1ccccn1)c1ccccc1F (stereo not given)	11%	-5%	0.3%	-4%	-3%
COc1ccc(CNC(=O)CSc2nnc(NC(=O)c3ccccc3F)s2)cc1	10%	9%	0.7%	5%	-2%

This part in full, from the first entry:
SMILES	Salmonella PhoP GFP	M. tuberculosis	inhibitors of VEEV	influenza NS1A	H37Rv inhibition	others
CC(NC(=O)/C=C/c1cnc2ccccc2n1)C12CC3CC(CC(C3)C1)C2 (stereo not given)	-3%	50%	10%	6%	?
COc1ccccc1OCC(=O)NCC1CCCN(Cc2cnn(C)c2C)C1 (stereo not given)	0%	-15%	0.5%	5%	-2%
N#CC1=C2C=Cc3ccccc3N2CCCC1=O	3%	-1%	4.0%	-4%	16%
CCOC(=O)c1ccc(Nc2cc(C)nc(C)c2C(=O)OCC)cc1	-3%	16%	5.0%	-3%	15%
CN(C)c1ccc(/C=C/C(O)=C2/C(=O)N(C)C3(C)CC2c2ccccc2O3)cc1 (stereo not given)	-3%	22%	.	.	3%
O=C(NC1CCCC1)C1CCC(=O)N1C1CCCCC1 (stereo not given)	23%	-6%	i	1%	-2%
COc1cccc(NC(=O)CCC(=O)Nc2ccc3nc(N4CCOCC4)cc(C)c3c2)c1	-3%	-2%	2.5%	2%	4%
COc1ccc(-c2cc(C(F)(F)F)nc(SCCC(=O)NCc3ccccc3)n2)cc1	-5%	-2%	0.2%	9%	-2%
CCCCN1CC(COCc2ccccc2)Oc2ccccc2S1(=O)=O (stereo not given)	.	.	i	-4%	.
CCOc1ccc(NC(=O)COc2ccc(N3CC(C(N)=O)CC3=O)cc2)cc1 (stereo not given)	.	.	1.8%	-4%	.
CC(C)C(NC(=O)C1CCCCC1)C(=O)NCCc1ccccc1 (stereo not given)	9%	-1%	0.7%	11%	-2%
COc1ccc(CCNC(=O)Cn2c(=O)n(-c3ccc(F)cc3F)c(=O)c3sccc32)cc1OC	23%	20%	0.6%	0%	6%
CC(=O)c1ccc(OCCCC(=O)NCc2nnc3ccccn23)cc1	.	.	1.8%	-5%	.
C=CCSCC1Nc2cc(Cl)c(S(N)(=O)=O)cc2S(=O)(=O)N1 (stereo not given)	1%	12%	0.7%	-6%	-1%
O=S(=O)(NCc1cc(-c2ccccc2)no1)c1ccccc1	5%	3%	1.5%	1%	-14%
CC(C)NC(=O)C(c1ccc(F)cc1)N(C(=O)CCC(=O)Nc1ccccn1)c1ccccc1F (stereo not given)	11%	-5%	0.3%	-4%	-3%
COc1ccc(CNC(=O)CSc2nnc(NC(=O)c3ccccc3F)s2)cc1	10%	9%	0.7%	5%	-2%
Cc1ccc(/C=C/C(=O)O)cc1S(=O)(=O)N1CCc2ccccc21	-2%	1%	i	1%	-1%
COc1ccc(N2C(=O)NC(=O)/C(=C/c3ccc(N4CCOCC4)cc3)C2=O)cc1	-2%	1%	.	.	3%
CCOC(=O)c1c(N)n(CCCOC(=O)c2ccco2)c2nc3ccccc3nc12	-2%	21%	2.5%	1%	0%
Cc1cc(O)c2c(c1)C(=O)c1cc(O)cc(O)c1C2=O	-20%	?	2.5%	16%	92µM*
C=C1CCN([C@@H](C)C(=O)OCc2cccc(C)c2)S(=O)(=O)c2ccccc21	11%	14%	0.3%	-7%	-11%
COCC(=O)Nc1cccc(Br)c1	12%	22%	5.5%	3%	6%
CCc1nnc(N2CCN(c3ncnc4c3oc3ccccc34)CC2)s1	.	.	8.9%	-10%	.
COCCn1c(SCC(=O)NC(=O)NC2CCCCC2)nc2ccccc2c1=O	.	20%	8.6%	-7%	1%
CCc1ccccc1N(CC(=O)Nc1cccc(N(C)S(C)(=O)=O)c1)S(C)(=O)=O	-3%	-5%	0.6%	5%	-6%
CN(CC(=O)N1CCOCC1)C(=O)CSc1nc2ccccc2s1	-7%	-6%	i	9%	1%
Cc1ccc(CSC2=Nc3ccccc3C3=NC(CC(=O)NCc4ccco4)C(=O)N23)cc1 (stereo not given)	-10%	20%	5.1%	5%	-1%
O=C(NCC(=O)N(CC1CCCO1)C1(C(=O)NC2CCCC2)CCCCC1)c1ccccc1 (stereo not given)	3%	23%	1.4%	10%	-4%	inhibitors of VEEV 10K pilot screen=0.1
CC1Cc2ccccc2N1S(=O)(=O)c1cccc(C(=O)Nc2cccnc2)c1 (stereo not given)	7%	18%	0.4%	8%	-6%
Cc1ccc(C(=O)NC(C)CCc2ccccc2)cc1S(=O)(=O)N1CCOCC1 (stereo not given)	.	19%	3.5%	-1%	-6%
COc1ccc(CN2CCN(C(=O)C3CCN(S(=O)(=O)c4cccs4)CC3)CC2)c(OC)c1OC	2%	7%	3.1%	-1%	-4%
C#CCNC(=O)C1=C[C@@H](c2ccc(C(F)(F)F)cc2)C[C@@H](OCc2ccc(CO)cc2)O1	6%	15%	0.7%	10%	-6%
Cc1ccc(Nc2nc(N)nc(CSCCO)n2)cc1	-3%	0%	0.8%	9%	5%
CCC(Oc1ccccc1)C(=O)N1CCC(C(N)=O)CC1 (stereo not given)	6%	-3%	1.8%	-5%	4%
Cc1cccc(-c2noc(CCC(=O)Nc3ccc(C(N)=O)cc3)n2)c1	-4%	-8%	.	.	5%
CN1CCN(C(=O)c2cc3nc(-c4ccccc4)cc(-c4ccccc4)n3n2)CC1	-8%	40%	7.0%	-21%	-7%
O=C(O)c1cc(C2CC2)nc2ccccc12	-28%	2%	7.9%	-16%	11%
CC(C)CCN1C(=O)c2ccc(C(=O)NCC3CCCO3)cc2C1=O (stereo not given)	-6%	0%	4.7%	6%	-4%
Cc1ccc(/C=C/S(=O)(=O)NCc2ccc(F)cc2)cc1	-13%	17%	0.3%	-6%	-3%
CSc1cccc(NC(=O)CN2C(=O)c3ccccc3S2(=O)=O)c1	-7%	.	1.0%	-3%	-1%
CCOC1(OCC)C(c2ccc(N)cc2)C(C#N)(C#N)C1(OCC)OCC (stereo not given)	2%	-3%	1.7%	4%	-6%
CCCS(=O)(=O)C(=C(Nc1ccc(OC)cc1)Nc1ccc(OC)cc1)S(=O)(=O)CCC	0%	3%	i	1%	-2%
Cc1nc(N2CCN(S(=O)(=O)c3ccccc3C#N)CC2)c2c(-c3ccccc3)csc2n1	.	34%	9.7%	3%	-3%
Cc1ccc(/C=C/C(=O)Nc2ccc(Oc3ccccc3)cc2)o1	-9%	?	0.5%	-9%	5%
Cc1cc(C)cc(N(CC(=O)NC(C)(C)C)C(=O)CNC(=O)c2cccs2)c1	-1%	50%	1.5%	6%	-7%
COC(=O)Cn1nnc2c(cnn2-c2ccccc2)c1=O	2%	19%	1.0%	0%	-1%
N#Cc1cccc(NC(=O)CN2CCCCCC2)c1	7%	6%	0.0%	-10%	0%
CCCN1CCN(C(=O)c2oc3c(Cl)cccc3c2C)CC1	-13%	2%	0.0%	12%	-12%
COc1ccccc1/C=C/C1C(C(=O)OCC(C)C)=C(C)N=C2SCCC(=O)N21 (stereo not given)	15%	10%	1.8%	-3%	0%
(further entries)
SMILES	Salmonella PhoP GFP	M. tuberculosis	inhibitors of VEEV	influenza NS1A	H37Rv inhibition	others
CCOC(=O)C1=C(C)c2ccccc2N(S(=O)(=O)C(F)(F)F)C1C(=O)OCC (stereo not given)	.	.	i	1%	.
CC(C)C(=O)Nc1cc(C(F)(F)F)ccc1-n1ccnc1	7%	24%	0.0%	-10%	-6%
Cn1c(/C(C#N)=C(\O)c2cccc(F)c2)nc2ccccc21	-2%	-22%	1.1%	1%	9%
Cc1ccc(CN(C(=O)c2ccccc2[N+](=O)[O-])C2CCS(=O)(=O)C2)o1 (stereo not given)	10%	-5%	1.4%	8%	6%
COc1ccc(N2C(=O)CC(C)(C)CC2=O)cc1OC	-4%	-18%	0.1%	-5%	-5%
COc1ccc(C2(C#N)CCC(=O)N2c2ccccc2)cc1 (stereo not given)	2%	-21%	i	7%	5%
CCOC(=O)C1=C(c2ccccc2)NC(SCC(=O)Nc2ccccc2C)=C(C#N)C1c1ccco1 (stereo not given)	-10%	23%	i	-1%	-2%
O=C(CN1C(=O)NC2(CCOc3ccccc32)C1=O)NCCc1ccc(F)cc1 (stereo not given)	.	-3%	0.8%	-9%	1%
Cc1ccc(-c2c(C(=O)NCc3ccc(F)cc3)oc(=O)c3ccccc23)cc1	-1%	30%	2.5%	20%	-1%
CC(Sc1nnc(Nc2ccccc2)s1)C(=O)NC1CCCc2ccccc21 (stereo not given)	9%	10%	5.3%	-1%	-2%
Cc1ccc(-c2nc3ccccc3n3nnnc23)cc1	.	.	i	-1%	.
CC(C)c1ccc(O)c(NC(=O)c2cccnc2)c1	1%	-10%	1.4%	3%	-2%
COc1ccc(OC)c(NC(=O)CSc2nnc(CNc3ccc(C)cc3C)o2)c1	-2%	64%	6.6%	7%	-6%
COC(=O)c1ccc(NC(=O)c2cc3c(CO)cnc(C)c3oc2=Nc2cccc(C(N)=O)c2)cc1	-3%	-4%	i	0%	3%
CCOC(=O)N1CCN(C(=O)CCCN2C(=O)CSc3nc(C)cc(C)c32)CC1	-1%	-7%	i	12%	0%
O=C(Nc1nc2ccccc2[nH]1)c1ccccc1O	2%	-12%	i	-16%	7%
Cc1cccc(C)c1OCCCCN1CCNCC1	-1%	-6%	1.0%	-24%	4%
CC(C)C(=O)Nc1nnc(S(=O)(=O)N(C)c2ccc(Cl)cc2)s1	8%	-15%	1.4%	-8%	4%
O=c1[nH]c(Cc2ccccn2)nc2scc(-c3ccccc3Cl)c12	-11%	2%	i	7%	1%
CC(C)C(NC(=O)CSCc1ccc([N+](=O)[O-])cc1)C(C)C	-4%	30%	i	-3%	1%
N/C(=N\OC(=O)CCC1CCCC1)c1ccccc1	-13%	75%	1.0%	-3%	0%
O=C1C(Cc2ccccc2)NC(=S)N1Cc1ccccc1 (stereo not given)	-5%	8%	1.9%	8%	0%
CCCN(CCC)S(=O)(=O)c1ccc(C(=O)NNc2nc(-c3ccccc3)c3cc(Br)ccc3n2)cc1	-6%	-10%	1.9%	2%	-16%
Cc1nc2c(ccc3nc(NC(=O)Cc4cccc5ccccc45)sc32)s1	-7%	.	?	-4%	2%
COc1ccccc1NC(=O)COC(=O)c1ccc2ccccc2n1	.	?	1.1%	-4%	?
O=C1C2ON(c3ccccc3)C(c3cccnc3)C2C(=O)N1Cc1ccccc1 (stereo not given)	9%	-2%	6.3%	4%	-6%

Rows are unselected; overall some 1.5% were active at least once.
